Tn7 DDE FP: inhibitors of Tn7 peptide binding to human fibrin DD(E). FP displacement of FITC-Tn7 peptide from fibrin DD(E); 0% = median of compound wells per plate. inhibition, % at 8.3 µM. actives 0.13% (n = 370,000). P02675;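 active = inhibition above the mean of compounds falling within the control limits plus 3 SD of them, cut at about 14% in these data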;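 also: 0% = plate median of compound wells and 100% = 10 µM Aha-Tn7 peptide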
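Assay system: human fibrin DD(E) protein / Input: 2 µM fibrin DD(E) / Benchmarks: high control of 10 µM Aha-Tn7 peptide / Measured by: fluorescence polarization of the labelled Tn7 tracer / Medium: Tris buffer with calcium and detergent, pH 7.8 / Timing: 10 min compound pre-incubation, 3 h probe incubation at room temperature / Repeats: one replicate per compound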
PRMT1 FP inh: inhibitors of human PRMT1 | Q99873 | recombinant PRMT1, activity-based probe fluorescence polarization | inhibition, % at 2.79 µM | actives 1.3% (n = 370,000);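 active = inhibition above about 21% made by adding two undisclosed values, limit read from the data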
UHRF1 MBD2 ctr: blocks human UHRF1 binding to methylated DNA | actives 0.75% (n = 370,000) | inhibition, % at 4.4 µM | Q96T88 | AID 687016 | UHRF1 binding to methylated oligo, TR-FRET; in the data active = inhibition above about 21%;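 also: UHRF1 SRA domain binding a hemimethylated CpG hairpin DNA probe; 0% = median of test compound wells and 100% = reference inhibitor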
DDE Tn6 FP inh: DD(E)-Tn6 binding inhibition, primary FP screen. Fibrin DD(E) TRITC-Tn6 fluorescence polarization displacement. AID 720509. inhibition, % at 8.3 µM. actives 0.21% (n = 370,000). P02675;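 active = inhibition above a per-campaign cutoff: mean of compounds within control limits plus 3 SD, cut at about 15% in these data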;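 also: 0% = median of all compound wells on the plate and 100% = blocking peptide control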
TDP2 absorb: TDP2 (human) inhibition, absorbance primary screen. actives 0.34% (n = 370,000). recombinant TDP2, T5PNP hydrolysis, p-nitrophenol absorbance 415 nm. inhibition, % at 12.8 µM. AID 720702;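 active = inhibition above the mean of all tested compounds plus 3 SD, set per campaign, cut at about 25% in these data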;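 also: 0% = DMSO with enzyme and 100% = buffer with substrate but no TDP2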
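Incubation: 2 h at 37 °C; Test system: recombinant human TDP2; Quantity: enzyme 120 nM; Read-out basis: percent inhibition; Medium: 50 mM Tris-HCl pH 7.5 with Mg2+, KCl, DTT, BSA; Repeats: single replicate; Compound: 12.8 µM single point, 1% DMSO; Signal: epi absorbance; Reagent: 5 mM T5PNP chromogenic substrate; Benchmarks: no-enzyme high, DMSO-plus-enzyme low.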
proKLK7 act: proKLK7 (human) activation, primary screen. P49862. purified proKLK7, EDANS-DABCYL substrate fluorescence; 100% is mature enzyme control, 0% vehicle. activation, % at 7 µM. actives 0.9% (n = 370,000). AID 652039;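 active = activation above the mean of all tested compounds plus 3 SD, computed per campaign excluding outliers beyond control limits, cut at about 13% in these data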
Target sequence (P49862 whole entry, looked up): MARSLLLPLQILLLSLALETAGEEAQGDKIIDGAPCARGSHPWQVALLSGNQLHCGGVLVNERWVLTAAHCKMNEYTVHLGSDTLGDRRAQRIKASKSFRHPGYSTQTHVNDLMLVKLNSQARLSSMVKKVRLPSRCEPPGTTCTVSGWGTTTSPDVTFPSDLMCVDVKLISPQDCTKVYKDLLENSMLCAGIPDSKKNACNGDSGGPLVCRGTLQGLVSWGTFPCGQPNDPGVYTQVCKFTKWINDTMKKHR
TCR-CD3 inh: inhibitors of human TCR-CD3 interaction; TAMRA-labeled TCR probe fluorescence, biochemical; inhibition, % at 9.4 µM; actives 0.37% (n = 360,000); AID 651800; in the data active = inhibition above about 19%;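 also: recombinant mutant TCR 2C K166C tagged with TAMRA read by polarization; 0% = receptor in buffer alone and 100% = receptor with positive control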
SIAE inh: inhibitors of human sialic acid acetylesterase SIAE. SIAE FP-Rh probe binding, fluorescence polarization. inhibition, % at 9.66 µM. actives 0.69% (n = 370,000);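 active = inhibition above a cutoff: mean of compounds within the control limits plus 3 SD of those, cut at about 17% in these data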;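 also: 0% = plate median of compound wells and 100% = probe without SIAE protein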
Target sequence (Q9HAT2 whole entry, looked up): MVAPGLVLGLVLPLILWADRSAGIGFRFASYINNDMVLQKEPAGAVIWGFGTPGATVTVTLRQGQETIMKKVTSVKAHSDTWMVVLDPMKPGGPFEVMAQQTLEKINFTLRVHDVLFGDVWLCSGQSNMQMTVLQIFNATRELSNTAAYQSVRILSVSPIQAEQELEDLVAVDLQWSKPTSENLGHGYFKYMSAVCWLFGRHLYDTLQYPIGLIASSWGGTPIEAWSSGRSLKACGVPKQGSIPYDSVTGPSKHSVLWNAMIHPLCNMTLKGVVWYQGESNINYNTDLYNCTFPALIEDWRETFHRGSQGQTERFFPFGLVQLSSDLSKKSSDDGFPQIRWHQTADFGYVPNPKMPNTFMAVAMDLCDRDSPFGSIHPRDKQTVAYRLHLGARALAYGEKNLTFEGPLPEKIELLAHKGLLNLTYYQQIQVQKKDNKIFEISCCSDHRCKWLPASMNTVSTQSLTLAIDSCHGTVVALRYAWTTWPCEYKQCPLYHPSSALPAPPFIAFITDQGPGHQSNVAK
LEDGF integ inh: blocks HIV-1 LEDGF/p75-dependent DNA integration | actives 0.64% (n = 370,000) | TR-FRET IN-LEDGF/p75 DNA integration, Eu/Cy5 | inhibition, % at 3.7 µM;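 active = inhibition above the screen-wide mean plus 3 SD, cut at about 13% in these data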;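 also: signal is the Cy5 over europium emission ratio at 671 and 618 nm; 0% = plate median of compound wells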
MBD2 DNA inh: inhibitors of human MBD2 binding to methylated oligonucleotide; Q9UBB5; AID 686964; actives 0.31% (n = 370,000); TR-FRET; inhibition, % at 4.4 µM; in the data active = inhibition above about 13%
The depositor's hits bear a star; & = joins results of further samples. Rows are unselected; 4.6% or so of the library scored in one or more.

MBD2 DNA inh	proKLK7 act	SIAE inh	DDE Tn6 FP inh	Tn7 DDE FP	TCR-CD3 inh	TDP2 absorb	LEDGF integ inh	UHRF1 MBD2 ctr	SMILES	PRMT1 FP inh
3	0.0	-1	3	-4	9	-5	-1	2	CC(=O)Nc1cc(NC(C)=O)cc(C(=O)OCC(=O)Nc2ccc(S(=O)(=O)NC3=NCCCCC3)cc2)c1	5
-1	-5.6	8	-1	-5	-3	4	1	-2	CC(C)N(Cc1ccccc1)C(=O)CN1c2cccc3cccc(c23)S1(=O)=O	-3
-7	-0.2	11	-6	5	-2	-13	6	0	Cc1noc(C)c1C(=O)NCCCN1CCCC1=O	1
-1	-0.2	2	-9	4	-5	-14	-1	4	NC(=O)C(Cc1ccccc1)NS(=O)(=O)c1ccc(N2CCCC2=O)cc1 (stereo not given)	0
-2	-0.9	1	1	4	-4	5	-3	-3	COc1ccc(-c2cn3nc(C)c(C)nc3n2)cc1OC	7
-15	-0.5	2	-4	-3	3	-3	-4	-17	Cc1[nH]c(N=Nc2ccccc2)nc1N=Nc1ccccc1	-2
-4	0.3	1	-3	8	3	-5	-1	-1	CC(=O)c1cccc(NC(=O)Nc2ccc(C)cc2)c1	-2
0	0.3	2	4	0	-5	-3	-4	3	Cc1cccc(S(=O)(=O)NC(=O)C2(C)CCN2C(=O)Cc2ccccc2)c1 (stereo not given)	2
0	-0.3	-6	-9	-8	10	-2	3	0	COc1ccc(CNCCCn2cnc(C(=O)Nc3ccc(C)c(C)c3)n2)cc1	-1
-6	0.2	-3	1	4	5	16	0	-1	O=C(N/C(=C\c1ccc([N+](=O)[O-])cc1)C(=O)N1CCOCC1)c1cccc(Br)c1	0
2	0.5	-7	-9	1	0	-5	0	1	CC(=O)c1ccc(Nc2ncnc3c2oc2ccccc23)cc1	2
-8	20*	16	7	5	1	-4	-2	-4	CNc1cncc(-c2ccoc2)n1	5
2	0.2	2	2	7	5	1	0	0	CC1(c2ccc(C#N)cc2)NC(=O)N(CC(=O)Nc2cc(S(=O)(=O)N3CCOCC3)ccc2Cl)C1=O (stereo not given)	-1
0&4	1.8&2.5	7&4	-7&-6	-7&-7	3&-2	8&0	-9&-9	0&0	Cc1ccc(C(O)(C(=O)NNc2ccc3ccccc3n2)c2ccc(C)cc2)cc1	-2&0
0	-0.7	4	-3	5	4	7	2	-2	CC1CCCN(C2=C(Cl)C(=O)N(c3cccc(Cl)c3)C2=O)C1 (stereo not given)	10
-20	-0.9	1	11	-3	-12	-3	-8	-10	Nc1c(O)ccc2c1C(=O)c1ccccc1C2=O	16
4	-0.2	-3	11	6	0	1	-3	2	COc1ccc(CN2C(=NC(=O)C3CCCO3)SC3CS(=O)(=O)CC32)cc1 (stereo not given)	5
5	0.2	-8	-3	1	-6	2	0	1	CCC(=O)N1CCN(c2ccccc2NC(=O)c2ccc(OC)c(Cl)c2)CC1	-1
-1	0.3	2	-6	-8	0	1	0	2	CCCCn1nnnc1C(c1ccccc1)N1CCN(c2cccc(C)c2C)CC1 (stereo not given)	-1
5	0.1	1	-5	4	5	8	0	-1	Cc1c(O)ccc2c(O)c(NC(=O)c3ccc4c(c3)CCC(C)(C)O4)c(=O)oc12	5
-1	-0.5	-11	-1	4	3	-12	-1	-3	COC(=O)[C@]1(Cc2ccccc2)N[C@H](c2ccc(-c3cccc(Cl)c3)cc2)[C@@H]2C(=O)N(C)C(=O)[C@@H]21	2
-3	-0.1	-3	2	14*	7	-3	0	-2	CCC(C)(C)NC(=O)C(c1ccccn1)N(C(=O)c1csnn1)C1CCCCC1 (stereo not given)	6
9	-0.6	-4	-1	8	-6	-8	-2	2	CC(=O)NC(Cc1cccc(C)c1)C(=O)NC1CCN(C(=O)c2ccc([N+](=O)[O-])cc2)CC1 (stereo not given)	2
-2	-0.4	-4	-2	10	-5	-7	-2	2	Cc1cccc2c1cnn2C(=O)CCC(=O)NCC(C)c1ccccc1 (stereo not given)	4
-3	-0.1	2	-2	4	-5	6	-7	-2	Cc1cccc(Cc2nnc(CCC(=O)N3CCCCC3c3nccs3)o2)c1 (stereo not given)	2

Just UHRF1 MBD2 ctr (5 entries from above):
Structure,UHRF1 MBD2 ctr
Cc1[nH]c(N=Nc2ccccc2)nc1N=Nc1ccccc1,-17
Cc1cccc2c1cnn2C(=O)CCC(=O)NCC(C)c1ccccc1 (stereo not given),2
CNc1cncc(-c2ccoc2)n1,-4
CC(C)N(Cc1ccccc1)C(=O)CN1c2cccc3cccc(c23)S1(=O)=O,-2
CCC(=O)N1CCN(c2ccccc2NC(=O)c2ccc(OC)c(Cl)c2)CC1,1

The main list resumes with the three entries that preceded the break.
MBD2 DNA inh	proKLK7 act	SIAE inh	DDE Tn6 FP inh	Tn7 DDE FP	TCR-CD3 inh	TDP2 absorb	LEDGF integ inh	UHRF1 MBD2 ctr	SMILES	PRMT1 FP inh
9	-0.6	-4	-1	8	-6	-8	-2	2	CC(=O)NC(Cc1cccc(C)c1)C(=O)NC1CCN(C(=O)c2ccc([N+](=O)[O-])cc2)CC1 (stereo not given)	2
-2	-0.4	-4	-2	10	-5	-7	-2	2	Cc1cccc2c1cnn2C(=O)CCC(=O)NCC(C)c1ccccc1 (stereo not given)	4
-3	-0.1	2	-2	4	-5	6	-7	-2	Cc1cccc(Cc2nnc(CCC(=O)N3CCCCC3c3nccs3)o2)c1 (stereo not given)	2
3	0.0	-1	1	9	4	3	1	-1	O=C(Cn1c(=O)n(CC2CCCO2)c(=O)c2ccccc21)N1CCN(c2ccccc2)CC1 (stereo not given)	-2
0	0.1	-2	2	-2	-7	-4	0	4	O=C(N/N=C/c1ccc(O)cc1)NC12CC3CC(CC(C3)C1)C2	2
-8	-7.2	-5	-8	-1	7	-6	-5	-5	O=c1oc2c(-c3cccc(F)c3)cc(O)cc2s1	36*
3	-0.5	-1	10	0	6	-8	-3	-1	COc1ccc2[nH]c(=O)c(CN(CC3CCCO3)C(=O)Nc3ccc(F)cc3)cc2c1 (stereo not given)	-1
3	0.7	-17	5	1	7	-1	-1	-2	Cc1cccc(-n2nc(C)c3c(C(=O)O)cc(-c4cccs4)nc32)c1	-3
-4	0.5	-4	3	1	-4	1	-5	0	CCc1nc(SCc2ccc(OC)cc2)n[nH]1	6
-3	-0.1	-2	5	-4	2	6	2	0	O=C(NC1CCCCC1)C(c1ccccc1)N(Cc1cccnc1)C(=O)c1csnn1 (stereo not given)	-2
0	0.2	2	0	-4	-1	-3	-2	-3	CC(C)(C)OC(=O)C[C@H]1C/C=C\C[C@@H](CC(=O)N[C@H](CO)Cc2ccccc2)C(=O)NC[C@@H](c2ccccc2)OC1=O	0
-12	-0.1	3	12	5	2	1	-1	-6	Cc1ccc2cccc(NC(=O)C(F)(F)F)c2n1	1
-2	0.2	-8	1	1	-4	-3	1	-3	Cc1ccc(OCC(=O)NNC(=O)C2CCN(c3nccc(C)n3)CC2)cc1	-1
2	0.0	1	5	-1	8	-4	1	0	Cc1ccc(NC(=O)COc2ccc(C3SCCS3)cc2)cc1	0
0	-0.2	7	0	-10	-3	1	0	2	Cc1ccccc1NC(=O)Nc1c(C)n(C)n(-c2ccccc2)c1=O	3
-17	-3.0	-11	0	1	-3	-9	-1	2	CSc1ccc(/C=C2\CCn3c2nc2cc(C(=O)O)ccc2c3=O)cc1	6
0	-0.1	3	-5	-2	-3	15	-3	0	CC(/C=N/n1c(-c2ccccn2)n[nH]c1=S)=C\c1ccccc1	2
6	0.8	3	-7	-1	-9	-5	8	0	COCCN=C1NN=C(c2cc(C)n(CC3CCCO3)c2C)CS1 (stereo not given)	8
6	-0.3	8	-3	-2	-13	-2	-2	4	COc1ccccc1-c1ocnc1C(=O)N1CCN(C(=O)C(c2ccccc2)c2ccccc2)CC1	2
2	0.8	1	6	4	3	13	2	-3	CC(=O)N1CCN(S(=O)(=O)c2ccc(S(=O)(=O)NC3CC3)cc2)CC1	-1
-3	0.8	-3	3	-3	8	6	1	-3	COCCCN1C(=O)C(=O)/C(=C(/O)c2ccc(OC)cc2)C12C(=O)N(C)c1ccccc12 (stereo not given)	-2

Entries from the list above that have a furan ring, fused or not, in the order listed:
MBD2 DNA inh	proKLK7 act	SIAE inh	DDE Tn6 FP inh	Tn7 DDE FP	TCR-CD3 inh	TDP2 absorb	LEDGF integ inh	UHRF1 MBD2 ctr	SMILES	PRMT1 FP inh
2	0.5	-7	-9	1	0	-5	0	1	CC(=O)c1ccc(Nc2ncnc3c2oc2ccccc23)cc1	2
-8	20*	16	7	5	1	-4	-2	-4	CNc1cncc(-c2ccoc2)n1	5

Shown as a hit in PRMT1 FP inh, of those listed so far:
MBD2 DNA inh	proKLK7 act	SIAE inh	DDE Tn6 FP inh	Tn7 DDE FP	TCR-CD3 inh	TDP2 absorb	LEDGF integ inh	UHRF1 MBD2 ctr	SMILES	PRMT1 FP inh
-8	-7.2	-5	-8	-1	7	-6	-5	-5	O=c1oc2c(-c3cccc(F)c3)cc(O)cc2s1	36*

Source: PubChem BioAssay
